CRFR2-BP ag = CRF-BP/CRF-R2 complex agonism. HEK293 CRF-R2/CRF-BP, calcium dye fluorescence (FLIPR); percent of saturating CRF peptide response. activation, % at 13.2 µM. actives 0.46% (n = 350,000);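 active = activation of at least 50%, plus an integration ratio under a set limit after plate pattern correction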;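 note: plate controls were neutral control wells without compound for no effect and CRF at EC100 for full effect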
CHRM4 PAM = potentiates acetylcholine response at human M4 receptor | activation, % at 3 µM | CHO-K1 hM4/Gqi5, Fluo-8 calcium fluorescence, ACh EC20; 0% = ACh EC20, 100% = maximal ACh | actives 0.4% (n = 360,000);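 active = activation above its plate's cutoff, the mean activation of sample wells plus 3 SD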; note: some results filed as inactive read as strong as hits
Target sequence (P08173 whole entry, looked up): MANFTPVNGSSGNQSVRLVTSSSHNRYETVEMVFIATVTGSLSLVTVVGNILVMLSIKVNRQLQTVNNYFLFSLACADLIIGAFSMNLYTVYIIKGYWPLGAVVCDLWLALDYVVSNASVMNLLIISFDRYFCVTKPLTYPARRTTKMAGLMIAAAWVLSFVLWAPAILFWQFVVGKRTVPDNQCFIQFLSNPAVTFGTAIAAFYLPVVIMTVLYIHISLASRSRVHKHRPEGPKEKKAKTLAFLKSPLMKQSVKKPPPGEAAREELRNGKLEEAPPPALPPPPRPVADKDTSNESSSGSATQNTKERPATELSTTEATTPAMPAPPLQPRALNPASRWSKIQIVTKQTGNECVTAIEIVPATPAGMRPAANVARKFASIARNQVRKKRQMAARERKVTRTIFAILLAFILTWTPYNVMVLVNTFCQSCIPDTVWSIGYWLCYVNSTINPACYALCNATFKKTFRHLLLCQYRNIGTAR
M1 PAM parental = counter-screen for M1 PAMs: effect in parental CHO-K1 cells; ATP EC20, Fluo-8 calcium fluorescence; 0% at ATP EC20, 100% at ATP max; activation, % at 3 µM; actives 0.02% (n = 360,000); AID 602247;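 active = activation above the run cutoff, the mean activation of all test compounds plus 3 SD, cut at about 40% in these data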;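 note: peak over basal fluorescence ratio in a 140 s read after ATP addition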
CHRM5 PAM = positive allosteric modulators of human muscarinic M5 receptor. activation, % at 3 µM. CHO-K1 hM5, Fluo-8 calcium, ACh EC20 PAM; 0% = ACh EC20, 100% = ACh EC100. AID 624038. P08912. actives 0.3% (n = 360,000);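 active = activation above the run cutoff, the mean activation of all test compounds plus 3 SD, cut at about 18% in these data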
Target sequence (P08912 whole entry, looked up): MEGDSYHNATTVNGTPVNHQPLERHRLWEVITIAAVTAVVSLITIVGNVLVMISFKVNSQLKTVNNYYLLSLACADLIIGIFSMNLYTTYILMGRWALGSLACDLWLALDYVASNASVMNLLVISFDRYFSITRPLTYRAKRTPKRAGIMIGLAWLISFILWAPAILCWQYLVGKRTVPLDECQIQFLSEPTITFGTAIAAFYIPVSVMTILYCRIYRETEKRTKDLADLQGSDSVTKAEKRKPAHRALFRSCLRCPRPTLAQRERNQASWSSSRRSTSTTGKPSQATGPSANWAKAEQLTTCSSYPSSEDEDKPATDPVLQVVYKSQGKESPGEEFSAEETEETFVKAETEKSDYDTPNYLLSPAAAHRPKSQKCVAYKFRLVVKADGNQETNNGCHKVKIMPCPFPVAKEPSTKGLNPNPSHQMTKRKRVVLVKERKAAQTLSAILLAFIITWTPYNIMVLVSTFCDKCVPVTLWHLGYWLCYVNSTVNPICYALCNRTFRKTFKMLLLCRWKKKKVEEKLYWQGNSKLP
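Assay system: CHO-K1 hM5 cells / Incubation: Fluo-8 loading 80 min at 37 °C plus 30 min room temperature / Technique: Fluo-8 calcium dye fluorescence, kinetic read / Repeats: single replicate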
TAAR1 antag = human TAAR1 antagonism; Q96RJ0; CHO RD-HGA16 TAAR1, Fluo-8 calcium fluorescence, antagonist; inhibition, % at 3 µM; actives 1.5% (n = 360,000);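 active = inhibition above a per-plate cutoff, the mean inhibition of test compounds on that plate plus 3 SD, cut at about 49% in these data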;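 note: 0% = DMSO plus EC80 beta-PEA response and 100% = DMSO alone without agonist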
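Test system – hTAAR1-expressing CHO RD-HGA16 cells, Gα16-coupled · Also added – β-PEA at EC80 concentration, post-compound challenge · Compound – 3 µM, single point · Incubation – dye loading 75 min at 37 °C, then 30 min room temperature · Measured by – Fluo-8 intracellular calcium dye fluorescence, real-time kinetic reads · Benchmarks – vehicle and agonist controls · Replicates – singlicate, one well per test compound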
CRFBP-R2 block = blocks CRF-induced signaling of the CRF-BP/CRF-R2 complex; inhibition, % at 11.8 µM; actives 0.59% (n = 350,000); AID 588475; HEK293 CRF-R2/CRF-BP, CRF-induced calcium fluorescence;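 active = inhibition of the ligand-induced calcium signal above about 50% at the single tested concentration, limit read from the data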
TAAR1 ag = agonists of human TAAR1; actives 0.99% (n = 360,000); Q96RJ0; CHO RD-HGA16 TAAR1, Fluo-8 calcium fluorescence; vehicle wells 0%, saturating PEA agonist 100%; activation, % at 3 µM;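 active = activation above the mean activation of all test compounds in the run plus 3 SD, cut at about 38% in these data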
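Benchmarks: low control DMSO, high control PEA (EC100); System: CHO RD-HGA16 cells carrying human TAAR1 plus Gα16; Detection: Fluo-8 fluorescence, 5 s baseline then 140 s kinetic read; Schedule: 17-24 h plating, Fluo-8 75 min 37 °C, 30 min RT; Read-out basis: % activation from peak over basal fluorescence ratio, DMSO-to-PEA scaled.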
CHRM5 antagonist = blocks acetylcholine activation of human M5 receptor. P08912. CHO-hM5 cells, Fluo-8 calcium fluorescence, ACh EC80. inhibition, % at 3 µM. actives 0.59% (n = 360,000). AID 624040;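 active = inhibition above a per-plate cutoff, the mean of that plate's test compounds plus 3 SD, cut at about 27% in these data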;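 note: 0% = acetylcholine EC80 with DMSO and 100% = DMSO without agonist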
CHRM5 agonist = agonists of human muscarinic M5 receptor (CHRM5); P08912; AID 624037; CHO-K1 hM5 cells, Fluo-8 calcium fluorescence; 0% DMSO wells, 100% maximal acetylcholine response; actives 0.19% (n = 360,000); activation, % at 3 µM;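 active = activation above the run's mean over test compounds plus 3 SD, cut at about 23% in these data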;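 note: signal is peak over basal fluorescence ratio across the kinetic read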
Numbers without * were called inactive; · = no result given. This is a random part of the collection; overall some 4.2% were active at least once.

Start of the listing, in advance:
structure,CRFR2-BP ag,CHRM4 PAM,M1 PAM parental,CHRM5 PAM,TAAR1 antag,CRFBP-R2 block,TAAR1 ag,CHRM5 antagonist,CHRM5 agonist
Cc1ccc(NC(=O)/C=N/OCC(=O)NCc2ccccc2Cl)cc1,-1.1,6,11,5,-28,1,1,-2,-5
O=C(CN1c2ccccc2Sc2ccccc21)N/N=C/c1ccccc1,0.9,1,-5,1,-18,13,-1,3,0
COc1ccccc1N(C(=O)c1snc(C(N)=O)c1N)C(C(=O)NCc1ccccc1)c1ccc(C)o1 (stereo not given),-0.4,-12,13,8,0,0,2,3,-2

The list itself, previewed entries included:
structure,CRFR2-BP ag,CHRM4 PAM,M1 PAM parental,CHRM5 PAM,TAAR1 antag,CRFBP-R2 block,TAAR1 ag,CHRM5 antagonist,CHRM5 agonist
Cc1ccc(NC(=O)/C=N/OCC(=O)NCc2ccccc2Cl)cc1,-1.1,6,11,5,-28,1,1,-2,-5
O=C(CN1c2ccccc2Sc2ccccc21)N/N=C/c1ccccc1,0.9,1,-5,1,-18,13,-1,3,0
COc1ccccc1N(C(=O)c1snc(C(N)=O)c1N)C(C(=O)NCc1ccccc1)c1ccc(C)o1 (stereo not given),-0.4,-12,13,8,0,0,2,3,-2
CCOC(=O)CN(C(=O)CCC(=O)Nc1cc(C)on1)C(C(=O)NC1CCCC1)c1cccnc1 (stereo not given),-1.3,13,8,16,3,8,10,3,-8
CCOC(=O)Cn1cnc2c(cnn2-c2ccc(Cl)cc2)c1=O,1.0,-4,8,1,4,-6,2,-2,4
CC1(C)[N+]([O-])=C2C(=[N+]([O-])C1(C)C)c1ccccc1/C2=N\O,-0.1,11,31,9,-4,9,1,-6,-1
CCN(CC)C1CCN(C(=O)c2cc(COc3ccccc3SC)on2)C1 (stereo not given),2.0,-18,7,1,-14,-10,1,0,-8
CC1CCCCC1NC(=O)C1CCN(c2c3c(nc4ncnn24)CCC3)CC1 (stereo not given),-1.8,-5,-5,-3,4,8,-2,19,-2
COc1ccc(CCNC(=O)c2[nH]c(C)c(C(C)=O)c2C)cc1,-0.7,9,7,-1,5,14,13,4,4
Cc1cc(=O)oc2ccc(OCC(=O)N3CCC(C)CC3)cc12,-1.1,2,19,7,-16,30,8,-2,-1
Cc1ccc(C)c(Cn2c(=O)c3c(nc4n3CCN4Cc3ccco3)n(C)c2=O)c1,0.3,8,20,3,-2,5,1,-3,2
COc1ccc(CN2CCNC(=O)C2CC(=O)NCc2csc(C(C)C)n2)c(OC)c1 (stereo not given),-2.4,·,·,·,4,15,6,·,·
Cc1onc(-c2c(F)cccc2Cl)c1C(=O)NC1CCSC1=O (stereo not given),-0.2,-3,11,0,9,18,5,2,-2
Cn1c(COc2ccccc2)nnc1SCCN1CCOCC1,-0.1,5,6,4,3,-4,4,-6,-4
Cc1cccc(C(=O)N2CCC(n3nnc4cc(F)ccc43)CC2)c1,0.0,-2,4,1,-14,-15,8,-8,-8
O=C(NCCc1ccccc1F)N[C@@H](Cc1ccccc1)C(=O)O,0.2,-2,-12,-5,-3,-10,7,8,-3
CCOC(=O)Cn1c(=O)n(CC(=O)OCC)c2ccccc21,-0.1,2,10,-2,-18,-4,4,-5,1
N#CC(C(=O)C12CC3CC(CC(C3)C1)C2)c1nc2ccccc2[nH]1 (stereo not given),-2.0,7,-5,-1,11,2,5,3,1
Cn1c(=O)c2c(nc(Oc3ccc4ccccc4c3)n2C)n(C)c1=O,-0.9,0,7,3,5,-21,6,-4,0
Cc1ccc(N2CCN(CCc3nc4cc(NC(=O)c5ccco5)ccc4n3C)CC2)cc1,-0.4,-1,-5,-3,-15,7,0,-1,-7
CCOC(=O)c1c(NC(C)=O)sc2c(O)c(CN3CCN(CC)CC3)ccc12,0.5,20,5,3,5,-1,-1,-6,0
Cc1cc(NC(=O)NC(=O)c2ccccc2NC(=O)C(C)N)ccc1Oc1ncc(Br)cn1 (stereo not given),2.9,5,22,0,-7,-45,43*,11,12
O=S(=O)(c1ccc(Cl)cc1)N1CCCC(C(F)(F)F)C1 (stereo not given),-2.2,1,22,5,10,-3,1,-2,-8
C=CCn1c(SCC(=O)Nc2nc(C)cs2)nnc1C(CO)NC(=O)c1ccccc1 (stereo not given),3.2,2,9,-1,-15,-16,7,-3,0
Cc1ccc(S(=O)(=O)Nc2nsc(N)n2)cc1,1.5,9,15,4,3,-5,1,-5,1
COc1ccccc1NC(=O)Nc1nc(C(N)C(C)C)cs1 (stereo not given),·,3,16,1,-6,·,5,-7,1
O=C1c2ccccc2C(=O)N1CCCc1nc(-c2ccncc2)no1,-1.0,-6,11,-2,3,17,5,-2,0
CCn1c(COc2ccc(OC)cc2)nnc1SCC(=O)Nc1cc(OC)ccc1OC,-0.2,5,-1,-2,-8,-1,3,3,1
COc1ccc(C2SCC(=O)N2CCCN(C)C)cc1 (stereo not given),0.1,11,11,1,-32,-20,1,-1,-4
CN(CC(=O)Nc1ccccc1Br)C(=O)CNC(=O)c1ccc(Oc2ccccc2)cc1,-2.1,3,13,-4,6,4,2,5,-1
Cc1ccc(-n2nnnc2SCC(=O)NC(C(=O)O)(c2ccccc2)c2ccccc2)cc1C,-0.9,6,13,3,10,17,1,-3,-3
Cc1cccc(NC(=S)NC2CCSc3ccccc32)c1 (stereo not given),-0.1,-12,-1,-11,27,16,0,15,-7
COc1ccc(CCNC(=O)CSc2nnnn2Cc2ccc3c(c2)OCO3)cc1OC,2.3,-2,11,-5,6,12,9,7,2
Cc1c(C(=O)O)sc2nc(-c3cccs3)cc(C(F)(F)F)c12,-1.6,-1,17,1,-11,5,-1,8,-2
FC(F)(F)c1cc(Cl)c2nnc(-c3ccccn3)n2c1,-1.1,-2,-3,-2,-23,4,2,8,1
c1ccc(Oc2ncnc3oc(-c4ccccc4)cc23)cc1,1.5,3,5,1,-10,-14,5,-5,-1
COc1cc(/C=N\NC(C)=O)ccc1OC/C=C/c1ccccc1,1.5,1,16,-2,-5,0,-1,7,-4
Clc1ccc(CSc2ccc(-c3cccnc3)nn2)cc1,0.7,14,15,11,-11,21,-1,-3,-1
O=C(NCCc1ccccc1)c1cccc2c1C(=O)c1ccc(N3CCOCC3)cc1S2(=O)=O,26,1,19,3,51*,-1,27,-1,10
O=C(CCCOc1ccc(Cl)cc1Cl)NNC(=O)c1ccc(NC(=O)c2ccccc2)cc1,0.9,4,-7,-3,2,15,6,3,-2
COc1ccc(/C=N/Nc2ccc([N+](=O)[O-])cc2S(=O)(=O)N2CCN(C)CC2)cc1,56*,-1,15,-11,-2,-52,0,1,-1
C[C@H]1CN([C@@H](C)CO)C(=O)CCCn2cc(nn2)CO[C@@H]1CN(C)S(=O)(=O)c1ccc(Oc2ccccc2)nc1,-0.4,4,9,-2,-25,2,4,-4,-1
O=C(CC1C(=O)NCCN1Cc1ccc(F)cc1)NCCCn1cccn1 (stereo not given),-0.1,1,-5,-2,4,7,5,9,0
COc1ccc(Cl)cc1S(=O)(=O)N1CCC(C(=O)NCCc2ccccc2)CC1,0.5,-5,12,-3,8,0,15,2,4
CC(C)Nc1nc(NC(C)C)nc(N(C)C#N)n1,-0.9,13,-6,9,6,-20,27,-18,7
COc1ccccc1NS(=O)(=O)c1cc(NC(=O)c2cccnc2)ccc1N1CCCCC1,3.3,2,16,-7,28,-11,4,13,3
COCCCNc1ncnc2c1sc1nc(-c3ccco3)c3c(c12)CC(C)(C)OC3,0.2,-21,5,-1,1,-18,6,-7,7
Cc1csc(NC(=O)CSc2nnc(-c3ccncc3)o2)n1,0.3,-5,13,-1,0,7,13,-6,0
O=C(Nc1nc2ccccc2n1CCN1CCCC1)C1CCCCC1,-0.6,3,-5,-1,-10,14,11,3,-7
C=CC[C@H](CC(=O)N(CCO)Cc1ccccc1)C(=O)NC[C@H](OC(=O)[C@@H](CC=C)Cc1ccc(F)cc1)c1ccccc1,3.1,-14,-1,-30,90*,-1,28,20,0
Cc1cc(C)n(-c2nnc(C)n2/N=C/c2ccccc2F)n1,1.9,-13,1,-6,-18,-13,3,0,-2
CCOc1ccc2[nH]c(=O)c(CN(CCO)C(=O)c3ccc(Br)cc3)cc2c1,-2.5,-2,-9,-2,-1,5,5,1,0
O=C(C/C=N/OCc1ccc(F)cc1Cl)c1cnc(-c2ccccc2)s1,2.0,13,12,-3,16,-1,0,3,-4
COc1cc(CCCN2C(=S)NC[C@@H]2c2ccccc2)cc(OC)c1OC,0.5,8,7,-1,-8,-2,3,0,-11
CCC(C(=O)Nc1c(C)cc(C)cc1C)N1CCCCCC1 (stereo not given),0.9,3,-2,1,2,1,3,10,-4
COc1ccc(N=c2oc3c(OC)cccc3cc2C(=O)NCc2ccco2)cc1OC,1.0,-4,12,-2,·,-9,·,0,1

Next entries
structure,CRFR2-BP ag,CHRM4 PAM,M1 PAM parental,CHRM5 PAM,TAAR1 antag,CRFBP-R2 block,TAAR1 ag,CHRM5 antagonist,CHRM5 agonist
COc1ccc(CCN2C(=O)CSC2c2ccc(OC)c(OC)c2)cc1OC (stereo not given),-1.6,-1,3,1,16,10,2,-5,3
O=c1cc(CO)oc(C(Nc2ccccn2)c2ccccc2F)c1O (stereo not given),0.0,9,20,1,12,-11,1,-9,-1
N#Cc1sc2nc3c(c(-c4cccnc4)c2c1N)CCC3,-0.8,9,23,5,-8,11,9,-1,-1
CCC(=O)Nc1ccc(/C(C)=N\NC(=O)c2ccc(OC)cc2)cc1,-0.2,6,2,-1,-1,-3,0,-3,-2
C=C1CCN([C@@H](CC(C)C)C(=O)Nc2nc3ccc(Cl)cc3s2)S(=O)(=O)c2ccccc21,2.5,3,21,1,19,-6,8,4,1
C/C(=N\Nc1ccc(Cl)c(C(=O)O)c1)c1cc2ccccc2o1,-1.1,-2,12,-3,-5,16,4,11,3
Cc1ccc(C(=O)Oc2ccccc2C(=O)N2CCOCC2)cc1,4.1,1,-1,1,-18,-9,19,2,-2
CCOC(=O)c1c(C)oc2ccc(NS(=O)(=O)c3ccc4c5c(cccc35)C(=O)N4)cc12,1.4,-1,12,-12,31,-16,14,9,3
COc1cccc(NC(=O)Nc2nnc(Cc3ccc(F)cc3)s2)c1,0.8,3,1,0,-12,-10,6,7,-3
COc1cc(/C=C/C(=O)Nc2nnc(CC(C)C)s2)cc(OC)c1OC,-0.7,-1,17,-8,7,-26,0,12,-3
CCn1c(SCCC#N)nnc1-c1ccncc1,-1.5,-1,-5,3,-13,19,1,-3,1

Screening data from PubChem BioAssay.
